# 14-3-3 PPI – alters human 14-3-3 gamma binding to Raf peptide | P61981 | FP, 14-3-3gamma / TMR-pS259-Raf peptide binding | inhibition, % at 40 µM | 0.19% of 160,000 active; in the data active = inhibition above about 30%;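 also: 0% = protein plus tracer without compound and 100% = blank with tracer alone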
# Target sequence (P61981 whole entry, looked up): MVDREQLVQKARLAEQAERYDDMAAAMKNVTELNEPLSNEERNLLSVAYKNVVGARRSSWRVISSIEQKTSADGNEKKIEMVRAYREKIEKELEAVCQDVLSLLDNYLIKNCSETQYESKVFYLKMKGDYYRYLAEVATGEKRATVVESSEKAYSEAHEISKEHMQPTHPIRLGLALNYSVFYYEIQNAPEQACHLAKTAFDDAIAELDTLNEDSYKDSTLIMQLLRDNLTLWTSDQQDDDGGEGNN
# * = called active by the depositor; & = joins results of further samples. Some of the compounds tested; the hit share may differ from the screen's.
Compound,14-3-3 PPI
CN(C)c1ccc(CNC(=O)C2CCN(S(=O)(=O)c3ccc4c(c3)CCC(=O)N4)CC2)cc1,-9.0
CC1CN(C(=O)C(C)Sc2nc3ccccc3s2)CC(C)O1 (centres undefined),-4.2
O=C1C(=O)N(c2cccnc2)C(c2ccc3c(c2)OCO3)/C1=C(\O)c1ccc(Cl)cc1 (centres undefined),-7.6
Brc1ccc(-c2nnc(C34CC5CC(CC(C5)C3)C4)o2)cc1,2.5
NC(=O)c1cc(-c2ccccc2)sc1NC(=O)Cc1ccc(S(=O)(=O)N2CCOCC2)s1,-36.5
CCOC(=O)c1cnc2ccccc2c1Nc1cccc(Cl)c1,-12.5
CCOc1ccc(N2C(=O)C3C(c4ccc(C)cc4)OC4(C(=O)c5ccccc5C4=O)C3C2=O)cc1 (centres undefined),-10.3
COC(=O)c1c(NC(=O)c2cncc(Br)c2)sc2c1CCC(C)C2 (centres undefined),-2.7
C=CCn1c(CCCNC(=O)c2ccc(F)cc2)nc2ccccc21,-17.3
O=S(=O)(Nc1ccc(F)cc1)c1cccc(S(=O)(=O)c2ccccc2)c1,-3.3

# Carrying on:
Compound,14-3-3 PPI
O=C(Nc1ccc(NCc2cc(Cc3ccccc3Cl)cc(Br)c2O)cc1)c1ccco1,-64.0
O=C(Nc1ccc(Cl)c(C(F)(F)F)c1)c1oc(=O)c2ccccc2c1-c1ccccc1,4.6
Cc1cc(NC(=O)c2c(F)c(F)c(F)c(F)c2F)no1,-3.6
CN(C(=O)c1cccc(C(=O)N(C)C2CCCCC2)c1)C1CCCCC1,-3.1
Cc1csc(NC(=O)CSc2nnc(-c3ccc(S(=O)(=O)N4CCCC4)cc3)o2)n1,-7.8
O=C1CCCc2c1cc(C(=O)NCc1ccco1)c(=O)n2-c1ccc(Cl)cc1,-3.8
CCCn1c(=N)c(C(N)=O)cc2c(=O)n3ccccc3nc21,-13.7
COc1cccc(CNC(=O)CSCc2ccc(C)cc2)c1,-4.2
CCCCn1c(SCc2cccnc2)nc2c1c(=O)n(C)c(=O)n2C,-11.0
OCCN1CCN(CC/C=C2/c3ccccc3Sc3ccc(C(F)(F)F)cc32)CC1,-5.4

# Next section
Compound,14-3-3 PPI
COc1cccc(C2C(C(=O)Nc3ccc(C)cc3C)=C(C)Nc3nc4ccccc4n32)c1OC (centres undefined),-19.6
COc1ccc2oc(=O)c(C(=O)Nc3ccc(I)cc3)cc2c1,-9.6
CCCCOC(=O)C(C)Nc1n[nH]c(=O)[nH]c1=O (centres undefined),-6.7&6.1
CC12CCC(c3c(C(=O)Nc4nccs4)nn(-c4ccccc4)c31)C2(C)C (centres undefined),5.8
CS(=O)(=O)c1ccc2nc(NC(=O)c3ccccc3[N+](=O)[O-])sc2c1,-11.0
CC(C)Cc1ccc(C(=O)NCC2OCCc3ccccc32)cc1 (centres undefined),6.4
Nc1ccc2nc(SCC(=O)N3CCOCC3)sc2c1,5.6
CCC(=O)Nc1ccc(NC(=O)CSc2nnnn2CC)cc1C,4.2
Cc1ccccc1OCC(=O)Nc1ccc(-c2nc3ccccc3s2)cc1,-38.9
Cc1cc(C)nc(NCCO)n1,-5.0

# Next part.
Compound,14-3-3 PPI
O=C(c1cnn2c(C(F)(F)F)cc(-c3ccc4c(c3)OCO4)nc12)N1CCOCC1,-10.3
COC(=O)[C@@H]1[C@H]2C[C@H]3c4[nH]c5ccccc5c4CCN3C[C@@H]2CC[C@@H]1O,1.8
COc1ccccc1N1CCN(C(=O)CCCn2c(=S)[nH]c3ccccc3c2=O)CC1,-2.5
COc1ccc(CCNC(=O)C2CCCN(S(=O)(=O)N3CC(C)CC(C)C3)C2)cc1OC (centres undefined),-9.8
COc1ccc(OC)c(NC(=O)Cn2c(=O)n(-c3ccc(Cl)cc3)c(=O)c3c(C)c(C)sc32)c1,-4.9
COc1ccccc1Nc1cccccc1=O,-7.7
CCCCOc1ccc(C(=O)Nc2ccccc2-c2nc3ccccc3s2)cc1,5.1
O=C(O)C1Nc2c(F)cccc2C2C=CCC12 (centres undefined),-190.0
N#Cc1c(N=Cc2cccc(Br)c2)sc2c1CCCC2,-35.7
CC(C)CC(=O)N1CCN(Cc2ccccc2Br)CC1,-0.9

# Among those listed so far, 3 have a CF3 group.
Compound,14-3-3 PPI
O=C(Nc1ccc(Cl)c(C(F)(F)F)c1)c1oc(=O)c2ccccc2c1-c1ccccc1,4.6
OCCN1CCN(CC/C=C2/c3ccccc3Sc3ccc(C(F)(F)F)cc32)CC1,-5.4
O=C(c1cnn2c(C(F)(F)F)cc(-c3ccc4c(c3)OCO4)nc12)N1CCOCC1,-10.3

# Further structures follow:
Compound,14-3-3 PPI
O=C(Nc1ccccc1C(=O)O)c1ccc(Br)o1,-5.0
Cc1nc2c(C(=O)NCc3ccc(F)cc3)cnn2c(C)c1Cc1ccccc1F,-35.2
COCCCNC(=O)Cn1ccc2ccccc2c1=O,-3.1
COc1ccc(-c2ccc(-c3noc(-c4ccccc4OC)n3)c(OC)n2)cc1,-22.8
Cc1cc(C(=O)CN2C(=O)C(=O)c3cc([N+](=O)[O-])ccc32)c(C)o1,-12.5
CCc1ccccc1NC(=O)CCS(=O)(=O)c1cccc2nonc12,-0.4
Cc1nc(C)c(C(=O)Nc2ccccc2C)s1,0.9
Cn1c(=O)oc2cc(S(=O)(=O)NCCC(=O)N3CCc4ccccc4C3)ccc21,-2.8
CC1=CC=CN2C1=NC(C(F)(F)F)(C(F)(F)F)N=C2c1ccco1,-9.1
Cn1c(=O)c2c(nc3n(Cc4ccco4)c(-c4ccccc4)cn23)n(C)c1=O,-31.3

# (further entries)
Compound,14-3-3 PPI
CC(C)(C)c1ccc(C(=O)NCCc2ccc(S(N)(=O)=O)cc2)cc1,-2.4
Cc1cc(=O)oc(C)c1C(=O)NCCCN1C(C)CCCC1C (centres undefined),-1.9
Cc1nnc(SCC(=O)NC(=O)NC(C)(C)C)n1N,-6.3
O=C(Nc1c2c(nn1-c1ccc(F)cc1)CSC2)c1ccccc1I,-7.5
N#Cc1c(C(F)(F)F)cc(-c2ccc(F)cc2)nc1SCC(=O)Nc1ccccc1,-9.9
NC(=O)c1c(NC(=O)CN2CCCC2)sc2c1CCCC2,-2.1
COc1ccc(OC)c(NC(=O)CSc2nnc(Cn3c(=O)sc4ccccc43)n2C)c1,-1.1
Cc1sc2ncn(CCC(=O)O)c(=O)c2c1C,-6.0
Cc1ccc(OCc2nnc(SCCN3CCOCC3)n2C)cc1,-11.0
CCOC(=O)/C(C(N)=NCCO)=C(/O)c1ccccc1,8.3

# Copied from the list.
# Reading for CS(=O)(=O)c1ccc2nc(NC(=O)c3ccccc3[N+](=O)[O-])sc2c1 under 14-3-3 PPI: -11.0
# Reading for O=S(=O)(Nc1ccc(F)cc1)c1cccc(S(=O)(=O)c2ccccc2)c1 under 14-3-3 PPI: -3.3

# Other compounds follow:
Compound,14-3-3 PPI
COc1ccc(CCNC(=O)c2ccc(CN3CCc4ccccc4C3)cc2)cc1OC,9.9
CS(=O)(=O)N(CC(=O)NC1CCCCCC1)Cc1ccccc1,-3.5
O=C(Nc1cc(Cl)ccc1O)c1cc2nc(-c3ccc4c(c3)OCO4)cc(C(F)(F)F)n2n1,-29.2
CCOC(=O)c1[nH]c(Cc2[nH]c(C(=O)OCC)c(C)c2C)c(C)c1C,-5.2
Cc1ccc(-c2cc(C(F)F)nc(N(C)Cc3ccccc3)n2)cc1,-0.7
CC(C)Oc1ccc(C2Oc3ccccc3C3CC(c4cccs4)=NN32)cc1 (centres undefined),-80.5
CCOC(=O)c1c(-c2ccc(C)cc2)csc1NC(=O)c1ccccc1C(=O)O,-6.8
CCCn1c(C2CC(=O)N(c3cc(OC)ccc3OC)C2)nc2ccccc21 (centres undefined),-1.1
CCOC(=O)c1nc(Nc2cc(Oc3ccccc3)cc([N+](=O)[O-])c2)c2ccccc2n1,1.5
CC1CCCCN1S(=O)(=O)c1ccc(C(=O)Nc2nnc(-c3ccccc3Cl)o2)cc1 (centres undefined),-6.3

# Continuation.
Compound,14-3-3 PPI
COc1ccc(CCNC(=O)C2CC(=O)N(c3ccc(C(C)(C)C)cc3)C2)cc1OC (centres undefined),-1.3
COC(=O)CN1C(=S)N(c2ccc(OC)cc2)C(=O)C1CC(=O)Nc1ccc(F)cc1 (centres undefined),-6.7
COc1ccc(CNC(=O)c2nn3c(c2Br)NC(c2ccc(Br)o2)CC3C(F)(F)F)cc1 (centres undefined),-81.0
CCOC(=O)N1CCC(NC(=O)Cn2ncn3c(cc4sc(CC)cc43)c2=O)CC1,-7.9
Cc1ccccc1Nc1c(-c2ccc(O)cc2)nc2ncccn12,-7.0
CCCn1c(=N)n(CC(O)COc2ccc(OC)cc2)c2ccccc21 (centres undefined),-1.9
O=C(CSc1cn(Cc2ccc(Cl)cc2)c2ccccc12)NC1CCCCC1,-4.5
COc1ccc2occ(C(=O)c3cccs3)c2c1,-11.8
CCOc1ccccc1N(C(=O)CNC(=O)c1ccco1)C(C(=O)NC(C)(C)C)c1ccncc1 (centres undefined),-5.1
Cc1ccccc1Nc1c2c(nc3ccccc13)CCCC2,-3.9

# Next part
Compound,14-3-3 PPI
O=C(c1ccco1)N1CCC(n2nnc3ccccc32)CC1,-0.7
Cc1c(C)n(CC(O)CN2CCOCC2)c2ccccc12 (centres undefined),-1.6
O=C(CSc1ccccc1Cl)c1ccco1,-5.1
CCN(CC)CCCNc1oc(-c2cccc(Cl)c2)nc1C#N,-6.6
CC1=C(C(=O)OCC(C)C)C(c2cc3c(cc2Br)OCO3)NC(=O)N1C (centres undefined),-16.5
Cc1ccc(N2NC3(CCC(C)CC3)NC2=S)cc1 (centres undefined),-6.8
O=c1nc(N2CCOCC2)nc(N2CCOCC2)[nH]1,-8.0
CCS(=O)(=O)n1nc(-c2ccc(OC)cc2)nc1SC,-2.5
COc1ccc(-c2nc(NC(=O)CCC(=O)O)sc2C)cc1,-19.7
CCn1cc(C(=O)Nc2cc(OC)ccc2OC)c(=O)c2ccc(C)nc21,-6.9

# Other entries
Compound,14-3-3 PPI
CCn1c(SCC(=O)N2CCCc3ccccc32)nnc1-c1c[nH]c2ccccc12,-1.2
Cc1cc(C)c(C#N)c(SCc2nc3ccccc3[nH]2)n1,-1.3
COc1ccc(OC)c(C2/C(=C(\O)c3ccc(Br)cc3)C(=O)C(=O)N2c2cc(C(C)(C)C)on2)c1 (centres undefined),-1.2
COC(=O)c1ccc(NC(=O)CCN2C(=O)c3ccccc3C2=O)cc1,5.7
CCC(=O)N1CCc2cc(S(=O)(=O)NCc3cccc(OC)c3)ccc21,-5.8
O=C(O)CC1CCCC(c2ccccc2)C1=O (centres undefined),-5.5
CCOc1ccc(S(=O)(=O)N=C2C=C(Nc3ccc(C(=O)OC)cc3)C(=O)c3ccccc32)cc1,-19.7
C=CCSc1nc(N)c2c3c(sc2n1)CCCC3,-0.3
Cc1ccc(NC(=O)c2ccccc2NC(=O)c2cccc(S(=O)(=O)N3CCCC3)c2)c(C)c1,-3.2
CCN(CC)S(=O)(=O)c1ccc(C(=O)Nc2ccc3c(c2)C(=O)c2ccccc2C3=O)cc1,-20.1

# Carrying on.
Compound,14-3-3 PPI
COc1cc2ccccc2cc1C(=O)Nc1ccc2oc(-c3ccc(Br)cc3)nc2c1,-27.4
O=C(CN1CCN(Cc2ccc(F)cc2)CC1)Nc1ccc(F)cc1,5.8
COc1ccc(NC(=O)CC(=O)Nc2ccc(OC)cc2OC)c(OC)c1,-7.5
COCCN1C(=O)c2ccccc2C(C(=O)Nc2cc(Cl)c(OC)cc2OC)C1c1cn(C)c2ccccc12 (centres undefined),-7.5
CC1CCCCN1C(=O)CCS(=O)(=O)c1cc(Br)cc2c1N(C(=O)C1CC1)CC2 (centres undefined),2.5
CCCc1nc2c(o1)CC(CC(C)SCC)CC2=O (centres undefined),-18.4
CC(C)NC(=O)C1CCN(C(=O)N(C)C)CC1,0.7&4.3
CC1(C)CC(N=CC2C(=O)N(c3nc4ccccc4s3)N=C2C(F)(F)F)CC(C)(C)N1 (centres undefined),-6.7
CCOc1c(C#N)c(C#N)c2nc(C)cc(C)n12,-2.8
O=C(N1CCN(C(c2ccccc2)c2ccccc2)CC1)C12CC3CC(CC(C3)C1)C2,-5.0

# Continued (4 carried over from the part before).
Compound,14-3-3 PPI
CC(C)NC(=O)C1CCN(C(=O)N(C)C)CC1,0.7&4.3
CC1(C)CC(N=CC2C(=O)N(c3nc4ccccc4s3)N=C2C(F)(F)F)CC(C)(C)N1 (centres undefined),-6.7
CCOc1c(C#N)c(C#N)c2nc(C)cc(C)n12,-2.8
O=C(N1CCN(C(c2ccccc2)c2ccccc2)CC1)C12CC3CC(CC(C3)C1)C2,-5.0
CCOc1ccccc1NS(=O)(=O)c1ccc2nc(-c3ccccc3)[nH]c2c1,-18.0
O=C(C1COc2ccccc2O1)N1CCCC1 (centres undefined),-2.0
COc1ccccc1NC(=O)CSc1nnc(CC(=O)Nc2ccccc2)n1C,-4.7
Cc1ccc(N2C(=O)CC(NCc3ccc(F)cc3)C2=O)cc1 (centres undefined),3.5
Cc1cccc2cc3c(NC(=O)CC(C)C)nn(C)c3nc12,-13.8
CCCOC(=O)C1=C(C)N(CC)C(=O)NC1c1ccccc1Cl (centres undefined),-8.3
COc1ccc(N2CCN(C(=O)Cc3c(C(=O)O)[nH]c4ccccc34)CC2)cc1,-13.1
CCOC(=O)C(NC(=O)c1ccccc1OCC)(Nc1ncccn1)C(F)(F)F (centres undefined),-4.2
N#CCNC(=O)c1cc2nc(-c3cccs3)cc(C(F)(F)F)n2n1,-9.6
CC1SC(c2ccc(Cl)cc2)NC1=O (centres undefined),4.3

# The listing continues.
Compound,14-3-3 PPI
COc1ccccc1NC(=O)c1cc2c(=O)n3cccc(C)c3nc2s1,-9.8
CCOC(=O)C1=C(C)NC2=C(C(=O)CC(C)(C)C2)C1c1ccc2c(c1)CCCN2C (centres undefined),-5.2
CN(C)c1ccc(C2C(N3C(=O)c4ccccc4C3=O)C(=O)N2c2ccc(Br)cc2)cc1 (centres undefined),-20.0
COc1cc([N+](=O)[O-])cc2sc(NC(=O)C34CC5CC(CC(C5)C3)C4)nc12,-8.2
